MOR-DOR ag = agonists of human mu-delta opioid receptor heterodimerization; P35372+P41143; cells, OPRM1-OPRD1 heterodimerization, luminescence; activation, % at 9.3 µM; 0.3% of 340,000 active; AID 504326; in the data active = activation above about 18%;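 note: 0% = vehicle-treated cells and 100% = reference agonist; values of inactives mirror those of a sister screen read the other way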
AddAB inh = less growth of phage-infected E. coli with AddAB; E. coli expressing H. pylori AddAB, absorbance growth; inhibition, % at 11.9 µM; 0.29% of 330,000 active; in the data active = inhibition above about 12%;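 note: 0% = vehicle wells of infected cells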
HTR5A inv ctr = inverse agonist of human HTR5A in OPRM1-OPRD1 counter-screen | P47898 | HTR5A cell line, luminescence, inverse agonism | inhibition, % at 9.3 µM | 0.083% of 340,000 active | AID 504634; in the data active = inhibition mostly above about 23%, no sharp cut-off; inactive = mostly below about 18%;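 note: 0% = cells with DMSO and 100% = no-cell wells with DMSO; some compounds called inactive have numbers as strong as hits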
Target sequence (P47898 whole entry, looked up): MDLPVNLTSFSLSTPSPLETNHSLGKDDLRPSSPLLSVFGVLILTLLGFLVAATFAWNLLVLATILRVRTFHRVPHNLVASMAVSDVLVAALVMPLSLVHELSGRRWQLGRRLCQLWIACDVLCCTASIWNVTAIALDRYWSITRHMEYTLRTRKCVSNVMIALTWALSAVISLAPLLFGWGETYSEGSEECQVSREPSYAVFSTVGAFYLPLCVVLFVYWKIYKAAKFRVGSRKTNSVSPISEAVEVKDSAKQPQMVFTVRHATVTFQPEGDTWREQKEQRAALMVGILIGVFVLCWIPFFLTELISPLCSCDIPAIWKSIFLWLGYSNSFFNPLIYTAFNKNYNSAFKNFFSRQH
phage Ecoli inh = E. coli growth loss with phage present | growth absorbance | inhibition, % at 11.9 µM | 0.26% of 360,000 active | AID 651602; in the data active = inhibition above about 11%
Tat export inh = blocks Tat-dependent protein export in E. coli. E. coli MC4100 TorA-mCherry Tat export, fluorescence. inhibition, % at 10 µM. 0.036% of 340,000 active;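 active = mean replicate inhibition at least 50% and at least half of replicates individually reaching 50%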;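 note: exported cargo escapes ClpAP degradation while cytoplasmic cargo is degraded and loses fluorescence; 0% = median of neutral control wells and 100% = median of NaSCN control wells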
PKA-R1A activ = activators of PKA-R1A complex. P00514+P68181. PKA-R1A dissociation, Cy5-IP20 fluorescence polarization; scaled: DMSO 0%, 113 µM cGMP 100%. activation, % at 11.4 µM. 0.083% of 340,000 active. AID 504707;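 active = percent activation above the mean of all tested compounds plus 3 SD, cut at about 19% in these data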;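 note: higher means more PKAc released from R1A so a rise in polarization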
PfHsp90 set2 = inhibits growth of yeast expressing Plasmodium falciparum Hsp90; S. cerevisiae expressing PfHsp90, BacTiter-Glo ATP, 48 h; yeast lacking PDR1 and PDR3 efflux regulators; inhibition, % at 9.4 µM; 0.32% of 310,000 active; AID 504621;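 active = every replicate shows inhibition above about 80%, whatever the replicate mean, limit read from the data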;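 note: 0% = DMSO neutral controls and 100% = 20 µM radicicol positive controls; yeast relying on Plasmodium falciparum Hsp90 in place of its own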
E coli growth = counter-screen for AddAB inhibitors: E. coli growth inhibition. E. coli V3065 growth, OD600 absorbance, 18 h. 0.27% of 330,000 active. inhibition, % at 11.9 µM;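 active = inhibition above the campaign's mean inhibition across all tested compounds plus 3 SD, cut at about 9.9% in these data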;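 note: uninfected addAB+ strain grown without phage in ampicillin broth; 0% = DMSO wells and 100% = ciprofloxacin 0.95 µg/ml wells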
PKA-R2B activ = activators of human PKA-R2B complex | PKA-R2B holoenzyme dissociation, Cy5-IP20 fluorescence polarization; R2B truncated from residue 108, S112A mutant; 0% DMSO only, 100% 113 µM cGMP | activation, % at 11.4 µM | 0.079% of 340,000 active;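 active = activation above a cutoff set at the mean over all compounds plus 3 SD, cut at about 18% in these data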;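 note: higher means more holoenzyme dissociation and a rise in polarization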
Target sequence (P31323 whole entry, looked up, other chains not shown, the tested form may be a part): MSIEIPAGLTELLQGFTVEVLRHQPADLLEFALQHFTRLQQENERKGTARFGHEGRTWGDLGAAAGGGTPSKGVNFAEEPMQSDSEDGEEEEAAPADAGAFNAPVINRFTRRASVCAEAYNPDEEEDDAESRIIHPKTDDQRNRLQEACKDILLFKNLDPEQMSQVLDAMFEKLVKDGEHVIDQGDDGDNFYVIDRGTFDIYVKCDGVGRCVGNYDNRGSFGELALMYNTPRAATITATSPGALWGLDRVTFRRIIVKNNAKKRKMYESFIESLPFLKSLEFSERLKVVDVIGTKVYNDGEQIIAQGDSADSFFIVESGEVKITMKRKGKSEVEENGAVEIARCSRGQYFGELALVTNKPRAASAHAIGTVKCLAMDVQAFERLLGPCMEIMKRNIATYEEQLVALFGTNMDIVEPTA
SUMO Mot1 rescue = blocks SUMOylation pathway, rescuing yeast Mot1-301 growth | AID 2716 | S. cerevisiae Mot1-301 growth rescue, ATP luminescence, 38.5C; percent above DMSO median, 100 means doubled | growth rescue, % at 18.8 µM | 1% of 320,000 active;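 active = every valid replicate shows activation above 250% relative to neutral control wells; inactive = the rest, any valid replicate at or below 250%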;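 note: OY570 slx delta 5 strain wells were the positive control but not used for scaling; some compounds called inactive have numbers as strong as hits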
OPRM1-OPRD1 inv = mu-delta opioid heterodimer inverse agonism; cell-based MOR-DOR heterodimer luminescence; inhibition, % at 9.3 µM; 0.21% of 340,000 active; AID 504357; in the data active = inhibition above about 22%, passing the limit was not always enough;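 note: 0% = cells with DMSO and 100% = wells without cells with DMSO; values of inactives mirror those of a sister screen read the other way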
Starred values were filed as active, the others as inactive.

COc1cc(NC(=O)c2ccc(COCC(F)(F)F)o2)cc(OC)c1OC was read as MOR-DOR ag -0.5, AddAB inh -0.3, HTR5A inv ctr 28, phage Ecoli inh 4.3, Tat export inh 8, PKA-R1A activ -10, PfHsp90 set2 -11, E coli growth -0.1, PKA-R2B activ -11, SUMO Mot1 rescue -17 and OPRM1-OPRD1 inv 3.
CC(NC(=O)c1cn(C)c2ccc(S(=O)(=O)N3CCCC3)cc2c1=O)c1ccc2c(c1)OCCO2 (stereo unspecified) was read as MOR-DOR ag 0.8, AddAB inh 1.5, HTR5A inv ctr -16, phage Ecoli inh 2.9, Tat export inh 5, PKA-R1A activ 3, PfHsp90 set2 -32, E coli growth 0.2, PKA-R2B activ -2, SUMO Mot1 rescue -3 and OPRM1-OPRD1 inv -4.
`O=C(C[C@H]1C/C=C\C[C@@H](Cc2ccc(F)cc2)C(=O)OC[C@@H]2CCCN2C1=O)NCCO` gave MOR-DOR ag -1.5, AddAB inh 0.7, HTR5A inv ctr 2, phage Ecoli inh 3.2, Tat export inh -2, PKA-R1A activ -2, PfHsp90 set2 -7, E coli growth -0.7, PKA-R2B activ -1, SUMO Mot1 rescue -9 and OPRM1-OPRD1 inv 7.
Screening O=C(CCc1nnc(C2(c3ccc(Cl)cc3)CCC2)o1)NC1CC1 returned MOR-DOR ag 0.0, AddAB inh 0.1, HTR5A inv ctr 8, phage Ecoli inh 5.0, Tat export inh 1, PKA-R1A activ 6, PfHsp90 set2 -7, E coli growth 0.0, PKA-R2B activ -5, SUMO Mot1 rescue 10 and OPRM1-OPRD1 inv 0.
`O=C(c1cc2ccccc2s1)N1CCOCC1` gave MOR-DOR ag 1.5, AddAB inh 1.1, HTR5A inv ctr -9, phage Ecoli inh 1.3, Tat export inh 0, PKA-R1A activ 3, PfHsp90 set2 1, E coli growth -1.4, PKA-R2B activ -6, SUMO Mot1 rescue -3 and OPRM1-OPRD1 inv -7.
`N/C(=N\OC(=O)c1csnn1)c1ccc(C(F)(F)F)cc1` gave MOR-DOR ag 0.0, AddAB inh -1.6, HTR5A inv ctr 18, phage Ecoli inh 0.2, Tat export inh -10, PKA-R1A activ 5, PfHsp90 set2 5, E coli growth -0.2, PKA-R2B activ -6, SUMO Mot1 rescue -4 and OPRM1-OPRD1 inv 0.
Screening O=C(Nc1ccc(Cl)cc1C(=O)N1CCCCC1)c1ccco1 returned MOR-DOR ag -3.1, AddAB inh 2.1, HTR5A inv ctr -10, phage Ecoli inh 3.0, Tat export inh 7, PKA-R1A activ -6, PfHsp90 set2 22, E coli growth -2.1, PKA-R2B activ 0, SUMO Mot1 rescue -15 and OPRM1-OPRD1 inv 17.
For COc1cccc(CC(NC(C)=O)C(=O)NC2CCN(c3nnnn3-c3ccccc3)CC2)c1 (stereo unspecified) the results were MOR-DOR ag -0.5, AddAB inh 2.0, HTR5A inv ctr 4, phage Ecoli inh 1.3, Tat export inh -3, PKA-R1A activ 5, PfHsp90 set2 4, E coli growth -1.2, PKA-R2B activ 4, SUMO Mot1 rescue 3 and OPRM1-OPRD1 inv 3.
`COc1ccc2ccc(OCC(=O)NCC3CCCO3)cc2c1` (stereo unspecified) gave MOR-DOR ag -2.5, HTR5A inv ctr -12, phage Ecoli inh 2.7, Tat export inh 1, PKA-R1A activ -11, PfHsp90 set2 23, PKA-R2B activ -3 and OPRM1-OPRD1 inv 13.
`CCOC(=O)c1ccc(NC(=O)c2c(N)n(C)c(=O)n(C)c2=O)cc1` gave MOR-DOR ag -2.4, AddAB inh 1.8, HTR5A inv ctr -2, phage Ecoli inh 4.4, Tat export inh -2, PKA-R1A activ 0, PfHsp90 set2 -20, E coli growth -0.8, PKA-R2B activ 1, SUMO Mot1 rescue 18 and OPRM1-OPRD1 inv 13.
CNC[C@H]1Oc2c(NC(=O)C3CC3)cccc2C(=O)N([C@H](C)CO)C[C@@H]1C was read as MOR-DOR ag -3.7, AddAB inh 3.2, HTR5A inv ctr 6, phage Ecoli inh 3.7, Tat export inh 1, PKA-R1A activ -6, PfHsp90 set2 -12, E coli growth 1.2, PKA-R2B activ -8, SUMO Mot1 rescue -7 and OPRM1-OPRD1 inv 17.
For O=C(C1CCCN(c2ncnc3c2nc2n3CCCCC2)C1)N1CCCCC1 (stereo unspecified) the results were MOR-DOR ag -2.6, AddAB inh -1.2, HTR5A inv ctr -9, phage Ecoli inh 1.4, Tat export inh 2, PKA-R1A activ 0, PfHsp90 set2 26, E coli growth -2.6, PKA-R2B activ 2, SUMO Mot1 rescue -1 and OPRM1-OPRD1 inv 14.
`COc1ccc(N(CC(O)Cn2nnc3ccccc32)S(=O)(=O)c2ccc(C)cc2)cc1` (stereo unspecified) gave MOR-DOR ag 0.9, AddAB inh -0.6, HTR5A inv ctr 1, phage Ecoli inh 1.1, Tat export inh 4, PKA-R1A activ -3, E coli growth 0.9, PKA-R2B activ -6, SUMO Mot1 rescue 1 and OPRM1-OPRD1 inv -6.
Screening COc1cccc(N2CCN(CC(=O)Nc3nnc(-c4ccccc4)s3)CC2)c1 returned MOR-DOR ag -0.3, AddAB inh 1.4, HTR5A inv ctr 7, phage Ecoli inh -1.0, Tat export inh 2, PKA-R1A activ -16, PfHsp90 set2 21, E coli growth -1.5, PKA-R2B activ -8, SUMO Mot1 rescue 50 and OPRM1-OPRD1 inv 2.
Screening CCOc1ccccc1NC(=O)COC(=O)/C=C/c1cccs1 returned MOR-DOR ag -2.6, AddAB inh 1.8, HTR5A inv ctr 0, phage Ecoli inh 1.5, Tat export inh 8, PKA-R1A activ 6, PfHsp90 set2 2, E coli growth 2.3, PKA-R2B activ -2, SUMO Mot1 rescue 4 and OPRM1-OPRD1 inv 14.
`N#C/C(C(=O)N1CCOCC1)=C1/SC(Cc2ccccc2Cl)C(=O)N1c1ccccc1` (stereo unspecified) gave MOR-DOR ag -1.5, AddAB inh 2.4, HTR5A inv ctr 19, phage Ecoli inh 4.2, Tat export inh 2, PKA-R1A activ -7, PfHsp90 set2 1, E coli growth -2.0, PKA-R2B activ -7, SUMO Mot1 rescue 5 and OPRM1-OPRD1 inv 8.
`COCCN1C(=O)C(=O)/C(=C(/O)c2ccc(C)cc2)C1c1ccccn1` (stereo unspecified) gave MOR-DOR ag -0.4, AddAB inh -0.6, HTR5A inv ctr 12, phage Ecoli inh -0.3, Tat export inh -5, PKA-R1A activ 6, PfHsp90 set2 -22, E coli growth -0.2, PKA-R2B activ 9, SUMO Mot1 rescue 1 and OPRM1-OPRD1 inv 2.
`Cc1[nH]c2ccc(F)cc2c1CCN(Cc1cccnc1)C(=S)Nc1ccccc1` gave MOR-DOR ag -3.2, AddAB inh 0.4, HTR5A inv ctr -16, phage Ecoli inh 2.3, Tat export inh 4, PKA-R1A activ -4, PfHsp90 set2 7, E coli growth -0.4, PKA-R2B activ -10, SUMO Mot1 rescue -5 and OPRM1-OPRD1 inv 16.
Screening CC(C)(C)OC(=O)CNC(=O)c1[nH]cnc1C(=O)N[C@@H](Cc1ccccc1)C(=O)OCc1ccccc1 returned MOR-DOR ag 14, AddAB inh 0.3, HTR5A inv ctr -28, phage Ecoli inh -2.2, Tat export inh 20, PKA-R1A activ -3, E coli growth -2.1, PKA-R2B activ 1, SUMO Mot1 rescue 305 and OPRM1-OPRD1 inv -78.
`CCOc1ccc(OCC)c(NC(=O)C2CCCN2S(=O)(=O)c2cccc3cccnc23)c1` (stereo unspecified) gave MOR-DOR ag -0.8, AddAB inh 2.5, HTR5A inv ctr -2, phage Ecoli inh 2.4, Tat export inh 8, PKA-R1A activ 3, PfHsp90 set2 24, E coli growth -0.1, PKA-R2B activ -16, SUMO Mot1 rescue -22 and OPRM1-OPRD1 inv 4.
C=CC[C@@H](CC(=O)N(CCO)Cc1ccccc1)C(=O)N[C@H](COC(=O)[C@@H](CC=C)Cc1ccc(F)cc1)C(C)(C)C was read as MOR-DOR ag 6.6, AddAB inh 0.6, HTR5A inv ctr -10, phage Ecoli inh 2.2, Tat export inh 15, PKA-R1A activ 9, PfHsp90 set2 -2, E coli growth -1.2, PKA-R2B activ 1, SUMO Mot1 rescue 34 and OPRM1-OPRD1 inv -38.
For CCN(CC)c1ccc(/C=N/NC(=O)c2ccc(Br)o2)cc1 the results were MOR-DOR ag -2.2, AddAB inh 2.0, HTR5A inv ctr 9, phage Ecoli inh 2.3, Tat export inh 9, PKA-R1A activ -3, PfHsp90 set2 5, E coli growth 0.3, PKA-R2B activ 9, SUMO Mot1 rescue 140 and OPRM1-OPRD1 inv 14.
For CC(=O)CCc1oc2ccc(C)cc2c1-c1ccc(C)o1 the results were MOR-DOR ag -3.0, AddAB inh -2.6, HTR5A inv ctr -49, phage Ecoli inh 3.4, Tat export inh 8, PKA-R1A activ -6, E coli growth -0.5, PKA-R2B activ -7, SUMO Mot1 rescue -8 and OPRM1-OPRD1 inv 14.
CC1CCc2c(sc3ncnc(NCc4cccnc4)c23)C1 (stereo unspecified) was read as MOR-DOR ag -5.8, AddAB inh -0.9, HTR5A inv ctr 8, phage Ecoli inh 2.0, Tat export inh 3, PKA-R1A activ -15, PfHsp90 set2 4, E coli growth 0.3, PKA-R2B activ -12, SUMO Mot1 rescue -6 and OPRM1-OPRD1 inv 27.
CCO[C@H]1OC(C(=O)Nc2ccccc2)=C[C@@H](C2CC2)[C@@H]1CCCO was read as MOR-DOR ag -2.3, AddAB inh -3.2, HTR5A inv ctr 4, phage Ecoli inh 2.6, Tat export inh -6, PKA-R1A activ 2, PfHsp90 set2 -15, E coli growth -1.3, PKA-R2B activ 5, SUMO Mot1 rescue -5 and OPRM1-OPRD1 inv 13.
For C/C(=N\NC(=O)NC1CCCCC1)c1ccc(OC(F)F)cc1OC(F)F the results were MOR-DOR ag 3.8, AddAB inh 0.8, HTR5A inv ctr 0, phage Ecoli inh -2.1, Tat export inh -9, PKA-R1A activ -5, PfHsp90 set2 -17, E coli growth -0.5, PKA-R2B activ -9, SUMO Mot1 rescue -6 and OPRM1-OPRD1 inv -17.
For C=CCn1c(SCc2ccc(C(=O)Nc3nccs3)cc2)nnc1-c1ccc(C)c(Cl)c1 the results were MOR-DOR ag 4.5, AddAB inh 2.1, HTR5A inv ctr -14, phage Ecoli inh 0.0, Tat export inh 1, PKA-R1A activ -9, PfHsp90 set2 9, E coli growth 2.5, PKA-R2B activ -14, SUMO Mot1 rescue -16 and OPRM1-OPRD1 inv -24.
`CCOc1ccccc1-n1nnnc1SCC(=O)Nc1cc(C)on1` gave MOR-DOR ag -1.9, AddAB inh -1.4, HTR5A inv ctr -5, phage Ecoli inh 0.6, Tat export inh 6, PKA-R1A activ 3, PfHsp90 set2 -6, E coli growth -2.3, PKA-R2B activ 7, SUMO Mot1 rescue 1 and OPRM1-OPRD1 inv 11.
For COCCN(C(=O)c1csnn1)C(C(=O)NC1CCCCC1)c1ccc(C)cc1 (stereo unspecified) the results were MOR-DOR ag 0.0, AddAB inh 1.0, HTR5A inv ctr -3, phage Ecoli inh -0.5, Tat export inh 1, PKA-R1A activ -8, PfHsp90 set2 -24, E coli growth 1.8, PKA-R2B activ -1, SUMO Mot1 rescue 248 and OPRM1-OPRD1 inv 0.

Compound activity as filed in PubChem.
